Compound activity from PubChem BioAssay.
Runt-SMMHC FRET: inhibitors of RUNX1 Runt–CBFb-SMMHC binding, primary screen, biochemical, FRET, Cerulean-Runt, Venus-CBFb-SMMHC, uHTS | 0.74% of 220,000 active | AID 1434, 2008 | Runt-related transcription factor 1 (Homo sapiens) + Core-binding factor subunit beta … | inhibition, % at 20 µM | Cerulean-Runt/Venus-CBFb-SMMHC FRET ratio 530/480, 1 h;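 active = mean inhibition across duplicate retests at 20 µM reaching about 50%, limit read from the data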;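 also: 0% = DMSO wells and 100% = wells with excess untagged CBFb-SMMHC; inhibitors lower the FRET ratio by blocking Runt binding to CBFb-SMMHC; some results filed as inactive read as strong as hits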
NPY Y1 blocker: NPY-Y1 receptor antagonists, primary screen, cell-based; HEK293-CNG Y1 cells, membrane potential fluorescence; NPY at EC95, then isoproterenol; inhibition, % at 3.6 µM; 1% of 200,000 active; AID 1040, 2008;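 active = inhibition above the campaign mean inhibition of all tested compounds plus 3 SD, cut at about 20% in these data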;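 also: 0% = DMSO wells given NPY plus isoproterenol and 100% = isoproterenol alone without NPY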
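Assay system: HEK293 cells with Y1 receptor plus CNG channel | Probe or stimulus: NPY (25 nM), isoproterenol (1 µM), Ro 20-1724 (25 µM) | Timing: Compound incubation 1 h at room temperature, readout 45 min post-stimulation | Measured by: Membrane-potential fluorescent dye readout | Benchmarks: High control isoproterenol alone, low control NPY with isoproterenol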
Mdm2 ligase inh: MDM2-luciferase reporter signal enhancers, primary screen, MDM2 E3 ligase inhibitor project, cell-based, luminescence, 1536-well; E3 ubiquitin-protein ligase Mdm2 (Homo sapiens), Q00987; cell-based MDM2 ubiquitination luciferase reporter, 2 h; 0 = plate control, 100 = twice control, blank-subtracted; signal enhancement, % at 5 µM; 0.11% of 210,000 active;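 active = signal enhancement of 30% or more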;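 also: luminescence tracks abundance of the self-degrading MDM2-luciferase fusion protein; higher signal means inhibition of MDM2 E3 ligase activity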
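Assay system: mammalian cells stably expressing self-ubiquitinating, self-degrading MDM2 E3–luciferase fusion. Quantity: 2000 cells in each well. Medium: DMEM culture medium. Compound dosing: single-point 5 µM. Timing: cell settling 4 h, compound treatment 2 h, both 37 °C. Technique: luciferase luminescence. Read-out basis: percent signal gain over controls, blank-subtracted. Benchmarks: plate controls and plate blanks.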
Runt-CBFb FRET: inhibitors of RUNX1 Runt–CBFb binding, primary screen, biochemical, FRET, Cerulean-Runt, Venus-CBFb, uHTS; Runt-related transcription factor 1 (Homo sapiens) + Core-binding factor subunit beta …; Cerulean-Runt/Venus-CBFb FRET ratio 530/480, 1 h; inhibition, % at 20 µM; 0.46% of 220,000 active; AID 1496, 2009;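 active = inhibition over about 50% at 20 µM in the single-dose screen, limit read from the data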;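 also: 0% = DMSO wells and 100% = excess unlabeled CBFb competitor control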
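Assay system: Cerulean-tagged RUNX1 Runt domain (FRET donor) fusion protein / Amount: 100 nM each of Venus-CBFb and Cerulean-Runt domain / Medium: Tris buffer pH 7.5 with salts and BSA / Also added: Venus-CBFb 100 nM / Schedule: 1 h complex formation plus 1 h compound treatment, room temperature / Signal: FRET fluorescence / Read-out: loss of energy transfer signal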
NPY-Y2 PAM-ag: NPY-Y2 potentiators or agonists, primary screen, cell-based; Neuropeptide Y receptor type 2 (Homo sapiens), P49146; cells expressing NPY-Y2, potentiator/agonist read-out; activation, % at 3.6 µM; 0.45% of 220,000 active; AID 1359, 2008; in the data active = activation above about 27%;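 also: cells stimulated with NPY near EC25 plus isoproterenol at EC100; 0% = vehicle plus submaximal agonist and 100% = vehicle plus saturating agonist; some results beyond the cut were filed as inactive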
NPY-Y1 PAM-ag: NPY-Y1 receptor potentiators or agonists, primary screen, cell-based. Neuropeptide Y receptor type 1 (Homo sapiens), P25929. NPY-Y1 expressing cells, potentiator/agonist activation. activation, % at 3.6 µM. 0.37% of 220,000 active. AID 1304, 2008; in the data active = activation above about 33%, passing the limit was not always enough;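 also: cells stimulated with NPY at EC10 then isoproterenol at EC100; 0% = low agonist plus stimulus and 100% = saturating agonist plus stimulus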
Hck Nef HTS: inhibitors of Nef-activated human Hck kinase, primary screen, biochemical, Z-Lyte FRET, 384-well, Hck-YEEI; Recombinant Hck-YEEI plus Nef, Z-Lyte FRET kinase assay; inhibition, % at 20 µM; AID 463187, 2010; 0.68% of 220,000 active; Tyrosine-protein kinase HCK (Homo sapiens), P08631;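 active = Hck-Nef kinase inhibition above about 50%, limit read from the data; inactive = inhibition below that limit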;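 also: 0% = DMSO with Hck plus Nef and 100% = Hck alone without Nef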
p97 inhibitor: inhibitors of human p97 ATPase, primary screen, biochemical. recombinant p97 ATPase, Kinase-Glo ATP luminescence, 3 h. inhibition, % at 8 µM. 0.42% of 220,000 active; in the data active = inhibition above about 15%;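 also: 0% = DMSO vehicle and 100% = wells lacking enzyme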
Target sequence (P55072 whole entry, looked up): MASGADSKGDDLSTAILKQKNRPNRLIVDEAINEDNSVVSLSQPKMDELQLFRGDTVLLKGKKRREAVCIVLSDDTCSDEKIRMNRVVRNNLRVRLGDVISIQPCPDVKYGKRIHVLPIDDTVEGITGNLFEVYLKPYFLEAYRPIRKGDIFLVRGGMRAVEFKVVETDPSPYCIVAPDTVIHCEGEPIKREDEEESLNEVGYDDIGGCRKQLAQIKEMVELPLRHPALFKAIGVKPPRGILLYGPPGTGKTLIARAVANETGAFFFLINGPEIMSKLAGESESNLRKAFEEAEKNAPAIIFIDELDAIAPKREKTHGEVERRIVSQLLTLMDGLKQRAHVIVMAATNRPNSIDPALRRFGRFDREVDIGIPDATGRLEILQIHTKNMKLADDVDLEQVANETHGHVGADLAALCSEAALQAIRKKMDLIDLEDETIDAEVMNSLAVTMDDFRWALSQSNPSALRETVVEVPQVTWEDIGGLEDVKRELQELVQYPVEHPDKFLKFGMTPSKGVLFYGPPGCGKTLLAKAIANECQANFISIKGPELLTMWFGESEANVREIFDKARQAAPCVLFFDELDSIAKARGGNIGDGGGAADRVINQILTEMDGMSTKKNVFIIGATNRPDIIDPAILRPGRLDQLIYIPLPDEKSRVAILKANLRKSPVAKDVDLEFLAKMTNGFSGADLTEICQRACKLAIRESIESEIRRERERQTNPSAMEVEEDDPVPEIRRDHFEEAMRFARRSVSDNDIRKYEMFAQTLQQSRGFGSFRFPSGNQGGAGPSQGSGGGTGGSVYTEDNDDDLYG
RBBP9 inh: human RBBP9 inhibitors, primary screen, biochemical, fluorescence polarization, FP-Rh probe, HTS. 0.2% of 220,000 active. inhibition, % at 7.94 µM. Serine hydrolase RBBP9 (Homo sapiens), O75884. recombinant RBBP9;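 active = inhibition above the campaign mean of all tested compounds plus 3 SD, cut at about 14% in these data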;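 also: plate controls were DMSO wells with RBBP9 for no effect and wells lacking RBBP9 protein for full effect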
Target sequence (O75884 whole entry, looked up): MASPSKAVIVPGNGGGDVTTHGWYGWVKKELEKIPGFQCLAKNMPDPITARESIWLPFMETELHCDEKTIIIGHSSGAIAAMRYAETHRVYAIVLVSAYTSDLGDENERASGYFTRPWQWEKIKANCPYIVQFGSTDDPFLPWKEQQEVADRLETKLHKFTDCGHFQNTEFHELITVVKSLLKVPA
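Assay system: recombinant human RBBP9; Reagent: Serine-hydrolase probe FP-Rh, 375 nM pre-mixing; Doses: 7.94 µM single dose, 0.794% DMSO; Incubation: 30 min then 45 min, 25 °C; Detection: fluorescence polarization (mP), excitation 525 nm, emission 598 nm; Evaluation: percent inhibition from mP, scaled between DMSO and no-protein wells.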
* hit, by the source's call; / = not tested or not shown.

Runt-SMMHC FRET,NPY Y1 blocker,Mdm2 ligase inh,Runt-CBFb FRET,NPY-Y2 PAM-ag,NPY-Y1 PAM-ag,Hck Nef HTS,p97 inhibitor,RBBP9 inh,Compound
7,-6,0,-1,4,5,3,5,-6,O=C(Nc1ncc2c(n1)CC(c1ccccc1)CC2=O)c1ccco1 (stereo unspecified)
1,0,0,2,-3,10,0,-1,-15,Cc1ccccc1C(NC(N)=O)c1ccccc1 (stereo unspecified)
-1,-3,-15,3,1,6,1,2,-2,N#CCN1CCC/C1=C\[N+](=O)[O-]
0,8,-8,4,4,-12,3,-6,6,Cc1ccc(NC(=O)Cn2c(=O)n(Cc3ccco3)c(=O)c3ccccc32)c(C)c1
-1,/,-6,4,78*,95*,19,-1,-10,CC1CCN(C2=C(NS(=O)(=O)c3ccccc3)C(=O)c3ccccc3C2=O)CC1
88,2,-2,11,12,-5,42,13,1,Cc1ccc(C(=O)O)cc1-c1ccc(/C=C2\SC(=O)N(CC(=O)Nc3ccccc3)C2=O)o1
0,-1,1,1,11,4,2,6,-4,COc1ccc(C(=O)NC(C)c2cc(OC)c(OC)cc2Br)cc1 (stereo unspecified)
-8,-10,-7,-2,20,11,1,4,5,COc1ccc(N2CCN(C(=O)c3ccc4c(c3)OCO4)CC2)cc1
-177,-5,-10,-4,14,4,6,4,-5,CCCNC(=O)Cn1c(=O)/c(=C\c2ccc(-c3cccc([N+](=O)[O-])c3)o2)s/c1=C\C(=O)C(C)(C)C
-8,-3,13,-1,13,13,-35,3,-6,CCC(=O)NNC(=O)CCC(=O)Nc1ccc(C)cc1C
-1,8,-11,-7,9,10,0,1,-8,O=C(c1ccccc1)c1nc2ccccc2n(CCCn2c(=O)c(C(=O)c3ccccc3)nc3ccccc32)c1=O
-6,3,4,1,-3,-10,5,10,-2,CC(=O)Nc1ccc(-c2csc(NC(=O)CCCc3cccs3)n2)cc1
-2,5,-8,2,13,0,0,2,2,CCc1ccccc1NC(=O)c1onc(C)c1Cl
13,-3,6,18,12,2,6,3,1,COCCCN=C(c1ccco1)n1c(=S)nc(-c2ccco2)n(CCCOC)c1=S
-1,-5,22,1,0,-2,23,-1,5,CCOC(=O)/C=C/C(=O)OCC(=O)Nc1ccc(Cl)cc1Cl
0,/,-19,0,36,35,20,6,-6,CCOCCCn1c(C)nc2c[n+](CC(=O)c3ccc4ccccc4c3)cc(Br)c21
-2,4,5,2,17,-2,4,2,-10,COc1ccc(N2CCN(CCC(N)=O)CC2)cc1
1,-4,-14,6,14,26,0,2,-11,O=C(NCc1ccccc1)Nc1cccn(Cc2c(F)cccc2Cl)c1=O
1,0,-18,7,-2,-17,3,-9,-5,CCCCN(C)C(=O)CCC(=O)Nc1ccc2nc(N3CCOCC3)cc(C)c2c1
-8,3,-15,-2,8,-4,-1,2,-3,CCN1CCN(C(=O)CN(C)S(=O)(=O)c2ccc(OC)cc2)CC1
32,0,-28,27,-3,-11,17,5,-4,O=C(O)c1ccc(-n2cc(-c3cc4ccccc4oc3=O)[nH]c2=S)cc1
-3,/,4,0,-23,3,19,4,-1,CC(C)(C)c1ccc(C(=O)Nc2ccc(S(N)(=O)=O)cc2)cc1
1,-4,-14,-4,7,-21,6,-1,5,CC(C)Cc1nc2oc3c(NCC4CCCO4)ncnc3c2c2c1CCC2 (stereo unspecified)
-4,0,-22,1,-14,-3,1,-2,-1,O=C(NNS(=O)(=O)c1ccc(Cl)cc1)c1ccc(S(=O)(=O)N2CCCCC2)cc1
-3,/,-20,8,-9,11,-1,0,-2,O=[N+]([O-])c1cc(C(F)(F)F)cc([N+](=O)[O-])c1NCCNC(=S)Nc1cccc(F)c1
0,/,-22,-2,8,8,0,2,-10,O=C1CNC(=S)N1CCOc1ccccc1
-1,4,8,0,1,-15,0,-1,-6,CCN(CC)S(=O)(=O)c1ccc(Cc2ncc(C(F)(F)F)cc2Cl)s1
2,0,1,-3,9,-3,3,3,-4,Cc1nn(Cc2ccccc2)c(C)c1C(=O)Nc1ccc(N2CCOCC2)cc1
/,3,-27,/,0,-2,6,7,-1,O=C(COc1ccc2ccc(=O)oc2c1)Nc1ccc2c(c1)OCCO2
-4,/,-9,3,13,24,5,9,-2,CC(C)(C)c1ccc(NC(=O)NC2CCCc3ccccc32)cc1 (stereo unspecified)
-2,4,-14,-1,14,4,1,6,0,COCCNC(=O)C(c1ccccc1)N(CCOC)C(=O)Cn1nnc2ccccc21 (stereo unspecified)
-5,0,-3,-2,-6,9,0,-1,-7,O=C(Nc1ccccn1)NC(C(F)(F)F)C(F)(F)F
0,6,-6,0,-18,-6,19,-2,-10,Cc1ccc2oc(=O)n(CCOc3ccccc3)c2c1
0,-1,1,0,-4,-8,7,3,2,CCOC(=O)CSc1nnc(-c2cccnc2)n1Cc1ccccc1
-6,-4,/,4,-1,-25,1,-3,-6,c1ccc(-c2nn3c(Cn4nnc5ccccc54)nnc3s2)nc1
-1,/,15,0,/,/,24,/,/,CCC1=C2CC[C@H]3C(=O)N(CC)C(=O)[C@H]3[C@H]2[C@@]2(Cc3ccccc3)C(=NCCOC)OC(=O)N2C1=O
0,-2,-2,-1,8,-8,18,1,1,CCOCC(=O)Nc1cc(Cl)ccc1C
1,-2,-10,-2,-16,-10,3,0,1,CC1=C(C(=O)N2CCCC(C(=O)c3cccc4ccccc34)C2)OCCO1 (stereo unspecified)
-4,3,-6,-1,-2,4,-15,-4,-3,CS(=O)(=O)N(CC(=O)Nc1ccccc1-c1ccccc1)c1ccc(F)cc1
-3,1,-9,0,-5,-8,3,0,-1,Cc1ccccc1C(=O)NC(CC(C)C)C(=O)NN1C(=O)c2ccccc2C1=O (stereo unspecified)
-50,-8,-5,/,-11,5,0,1,-8,CSc1ccc(/C=C/C(=O)c2ccc(NC(=O)Cc3ccccc3)cc2)cc1
1,-1,-20,0,11,3,-6,5,-4,Cc1cc(C)c(NC(=O)Cn2cc3c(n2)CCCC3)c(C)c1
-4,/,8,3,-14,-7,19,6,4,Cc1cc(C(F)F)n2ncc(C(=O)NCc3ccc(F)cc3)c2n1
1,/,/,-2,9,27,20,3,-1,CCOc1ccc(C(=O)NCC(=O)OCC(=O)Nc2cccc(S(=O)(=O)N3CCCC3)c2)cc1
2,0,-5,2,18,26,15,6,-8,COc1ccc(NS(=O)(=O)c2cccc(-c3n[nH]c(=S)n3Cc3ccccc3)c2)cc1
8,10,-6,18,2,-39,4,4,-26,CC(=O)C1=C(C)NC(SCC(=O)Nc2nc3ccccc3s2)=C(C#N)C1c1ccc(Cl)cc1 (stereo unspecified)
2,/,-18,-2,4,-3,67*,6,-19,N#Cc1ccc(Cl)cc1NC(=O)CSc1nc2nc(-c3cccs3)cc(C(F)(F)F)c2c(=O)[nH]1
-1,16,-10,1,3,-14,1,-2,4,Cc1cc(C)n(C(=O)c2cccc(S(=O)(=O)N3CCOCC3)c2)n1
-10,3,-6,1,-6,-26,1,1,-8,O=C(CN1CCC(C(O)(c2ccccc2)c2ccccc2)CC1)Nc1ccccc1
3,3,-11,1,7,-11,24,3,-3,Cc1cc(C)c2nc(SCC(=O)NC(=O)c3cccn3C)cc(C)c2c1
4,-2,-8,-3,0,5,2,-1,-4,CCCCNC(=O)C1C2C=CC3(CN(Cc4ccc(C)cc4)C(=O)C13)O2 (stereo unspecified)
0,-4,-24,4,-4,-3,18,8,2,Cc1ccc(-n2c(-c3ccccc3)c[n+]3c2CCC3)cc1
16,-1,6,23,-15,-12,3,-2,0,CNC(=O)/C(C#N)=C/c1ccc(-c2ccc(OC)cc2[N+](=O)[O-])o1
-2,/,-3,0,-26,0,15,-5,2,S=C(NC1CCCCC1)N1CCOCCOCCN(C(=S)NC2CCCCC2)CCOCC1
-3,-2,-12,0,14,-2,7,-1,-6,CCCSC1=C(C#N)C(c2ccccc2OCC)CC(=O)N1 (stereo unspecified)
-17,-3,-60,3,5,-9,12,-22,-8,O=c1cc(-c2ccccc2)[nH]c2nc3ccccc3n12
-2,4,-7,3,7,-17,0,-4,-2,Cc1ccn2cc(CSc3ccccc3)nc2c1
-5,-2,-4,0,-5,-11,1,-2,4,Cc1ccc(S(=O)(=O)NCc2nc3ccccc3c(=O)n2N)cc1
1,-2,-12,-1,-14,-5,0,-4,-2,CCN(CC)c1nc2ccccc2n2cnnc12
-2,0,11,/,1,-1,0,3,2,COc1cc(/C=N/NC(=O)CCc2ccccc2)ccc1O

New compounds follow
Runt-SMMHC FRET,NPY Y1 blocker,Mdm2 ligase inh,Runt-CBFb FRET,NPY-Y2 PAM-ag,NPY-Y1 PAM-ag,Hck Nef HTS,p97 inhibitor,RBBP9 inh,Compound
-2,0,-3,-5,22,4,20,-1,-12,CC(=O)Nc1ccc(OS(=O)(=O)c2ccc(C(C)(C)C)cc2)cc1
-8,0,0,2,-14,3,16,6,1,Cc1ccc(C(c2ccc(C)o2)c2cccc([N+](=O)[O-])c2O)o1
/,-6,/,/,2,13,29,7,-5,Cc1noc(/C=C/N(C)C)c1S(=O)(=O)N1CCCC(C(=O)NCCC2=CCCCC2)C1 (stereo unspecified)
8,0,-45,2,-17,13,0,2,-11,Cc1ccc(S(=O)(=O)N(C)Cc2ccc(C(=O)N/N=C/c3ccc(OC(F)F)cc3OC(F)F)cc2)cc1
1,-7,-9,-2,10,2,2,-3,-2,O=C(CN(c1ccc(Cl)c(C(F)(F)F)c1)S(=O)(=O)c1ccccc1)N1CCOCC1
